# Source: PubChem BioAssay
# ALOX12 inh = inhibitors of human 12S-lipoxygenase ALOX12; purified 12hLO, xylenol orange hydroperoxide absorbance; Potency, µM (titrated, usually from 108 µM), inactives show at the top dose activity change, negative = inhibition, usual class: inhibitors; 580,000 compounds, 1.1% hits; AID 1671190; active means well fitted inhibition curve with a large enough effect; inconclusive means small, poorly fitted or top-dose-only effect, or another doubt; inactive means no such curve, though single readings can be large or run the other way
# Target sequence (P18054 whole entry, looked up): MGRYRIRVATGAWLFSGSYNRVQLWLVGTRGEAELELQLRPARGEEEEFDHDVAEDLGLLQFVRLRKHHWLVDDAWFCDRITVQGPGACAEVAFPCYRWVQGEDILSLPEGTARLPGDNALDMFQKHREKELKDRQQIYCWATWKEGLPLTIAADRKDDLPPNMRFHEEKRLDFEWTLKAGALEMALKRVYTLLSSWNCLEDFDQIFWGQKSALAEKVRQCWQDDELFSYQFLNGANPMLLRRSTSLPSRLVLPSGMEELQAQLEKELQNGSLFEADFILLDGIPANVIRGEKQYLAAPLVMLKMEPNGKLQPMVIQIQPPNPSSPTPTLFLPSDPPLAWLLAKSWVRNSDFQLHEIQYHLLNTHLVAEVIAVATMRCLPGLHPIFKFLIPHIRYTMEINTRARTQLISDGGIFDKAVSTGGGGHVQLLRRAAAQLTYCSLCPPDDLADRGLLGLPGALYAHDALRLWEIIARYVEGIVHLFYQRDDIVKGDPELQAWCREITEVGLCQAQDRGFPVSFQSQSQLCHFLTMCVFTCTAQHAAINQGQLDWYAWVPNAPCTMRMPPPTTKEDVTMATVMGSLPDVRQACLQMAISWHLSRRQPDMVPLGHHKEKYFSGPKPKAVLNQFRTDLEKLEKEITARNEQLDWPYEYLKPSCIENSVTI
#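 Purified human 12hLO at 150 nM in 25 mM Hepes, 0.01% Triton X-100, pH 7.0, preincubated 15 min at room temperature with compound. Reaction started with 40 uM arachidonic acid, 30 min at room temperature. Hydroperoxide measured by Fe-xylenol orange, 573/405 nm absorbance ratio.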
# * marks the source's active call; other numbers are inactive results; ? = inconclusive; [ ] = dose if it differs, or a comment. On the % scale 0 is the no-effect control and ±100 the full control effect; potency means the concentration at half of the fitted maximal effect. A portion of the library. The share of hits here may be higher or lower than overall.
ALOX12 inh,structure
23%,O=S(=O)(c1cccnc1)N1CCC2(CC1)NCCc1c2[nH]c2ccccc12
30%,Cn1nccc1C(=O)N1CCC2(CC1)OC(=O)N(Cc1ccccc1)C2(C)c1ccccc1 (centres undefined)
17%,O=C(NC1C[C@H]2CC[C@@H](C1)N2C(=O)C1CCCCC1)c1ccncc1 (some centres undefined)
27%,O=C(NC[C@H]1O[C@@H](CC(=O)N2CCN(c3ccccc3)CC2)[C@H](O)[C@@H]1O)c1ccccc1
13%,Cc1cccc(NC(=O)CC2CCCCN(C)C2=O)c1 (centres undefined)
?,O=C(Nc1cccc(C(F)(F)F)c1)N[C@H]1CO[C@H]2[C@@H]1OC[C@@H]2n1cc(-c2ccccc2)nn1
61%[activator][176 µM],Cn1nc(OC(C)(C)C(=O)NCCc2ccccc2)c2cc(CN3CCCC3)ccc21
11µM*,O=C1COc2ccc(OCc3ccccc3)nc2CN1CCOc1ccccc1
5%,O=C(Nc1ccc2ncnc(N3CCCCC3)c2c1)c1cccc(F)c1
4%[6.33 µM],O=C(c1ccc(Cl)s1)N1CCCC2(COc3ccccc3S(=O)(=O)N2)C1 (centres undefined)
?,Cc1cccc(NC(=O)c2cc(-c3ccc[nH]3)n[nH]2)c1
103%[activator],COCCN1CC2(CCCN(C(=O)c3cc(-c4ccsc4)n[nH]3)C2)CCC1=O (centres undefined)
-2%,COCCn1ncc(N2CCCC(CC(=O)NCc3ccc(F)cc3)C2)cc1=O (centres undefined)
35%[activator],CCCCNC(=O)c1nc2cc(C)c(C)cc2nc1-c1ccc(OC)cc1
0%,COc1ccccc1CCC(=O)N1c2ccccc2CC1c1nc(C2CC2)no1 (centres undefined)
?,Cc1ccsc1C(=O)N1CCc2nnc([C@@H]3C[C@@H](O)CN3C(C)C)n2CC1
15%,Cc1ccc(NC(=O)N2CCC3(CC2)SCC(=O)N3Cc2ccco2)cc1Cl
51%,CC(=O)N[C@H]1CN(S(=O)(=O)c2ccc(C)c(F)c2)C[C@@H]1C(C)C
17%,COc1ccc(CN2CCCC(n3cc(C(=O)N4CCCCC4)nn3)C2)c(OC)c1 (centres undefined)
-10%,CCCS(=O)(=O)N1C[C@@H](Oc2ccccc2)C[C@@H]1C(=O)N1CCOCC1
-18%,CN(Cc1ccco1)C(=O)Cc1cccn1-c1ccc(F)cc1
56%[activator],CC(C)CC(=O)N1CCC2(CC1)CC(C(=O)N1CCOCC1)N(C)C2 (centres undefined)
-10%,COc1ccc(C(=O)N2CCN(c3cc(C(F)(F)F)ncn3)CC2)cc1
39%[activator],NCCn1cc(C(=O)NCC(O)c2ccccc2C(F)(F)F)nn1 (centres undefined)
8%,Cc1ccc(Cn2cc(CN3[C@@H](C)COc4cc(Br)ccc4S3(=O)=O)nn2)cc1
-12%,COc1ccc(CNC(=O)Cn2c(-c3ccccc3)nc(C)c(CCO)c2=O)cc1
40%[activator],CNC(=O)Nc1ccc(C)n(CC(=O)NCc2ccccc2C)c1=O
?,Cc1ccc(-c2cc3c(=O)n(CCNC(=O)Cc4ccccc4Cl)ccn3n2)cc1C
22%,Cc1ccc(C)c(NC(=O)Cn2nc3c(cc2=O)CCCCC3)c1
40%[activator][176 µM],c1cc(-c2nnc([C@H]3CCN(CC4CC4)C3)o2)ccn1

# (more compounds)
ALOX12 inh,structure
13%,COC(=O)C(NC(=O)N1CCC(c2cc(-c3cccc(OC)c3)n[nH]2)CC1)c1ccccc1 (centres undefined)
9%[6.33 µM],O=C1NC(=NC2CCCC2)C2(CCCN(Cc3ccccc3)C2)N1c1cc(F)cc(F)c1 (centres undefined)
20%,Cc1noc([C@@H]2CC(F)(F)CN2C(=O)c2cc(C)on2)n1
5%,CC(C)(C)N(Cc1cn(Cc2ccccc2)nn1)S(=O)(=O)c1ccccc1Br
49%[activator],CC(C)OC(=O)c1ccc(NC(=O)Cn2nc3c(cc2=O)CCCCC3)cc1
26%,Cc1noc([C@@H]2CN(Cc3ccc(Cl)cc3F)C[C@H]2CO)n1
-22%[176 µM],O=C1c2cnc(-c3ccccc3)nc2OCCN1Cc1ccc(F)cc1F
15%,Cc1nc2c(c(-c3ccc(O)cc3)n1)CN(Cc1ccc(OC(F)(F)F)cc1)CC2
125%[activator],CC(C)N1C[C@H](O)C[C@H]1c1nnc2n1CCN(C(=O)c1cnccn1)CC2
4%[176 µM],CC(=O)N1CCC(N2C[C@@H]3OCC(=O)N(Cc4ccccn4)[C@@H]3C2)CC1
16%,O=C(CC1CCCCC1)NCCc1noc(C2CC2)n1
72%[activator],COCCO[C@H]1C(=O)N(C2CCN(C(=O)c3ccc(OC)cc3)CC2)[C@H]1c1ccncc1
?,O=C1CC2(CCN(C(=O)c3ccc(C(F)(F)F)cc3)CC2)Oc2cc(Cl)ccc21
3%,Cc1nc(-c2cn(C3CCCN(C(=O)c4cc5ccccc5[nH]4)C3)nn2)no1 (centres undefined)
14%[176 µM],CN(C)C(=O)N1CCCCC12Cc1ccccc1NC2=O (centres undefined)
54%[activator],CCOc1ccccc1C(=O)N1CCC[C@H]1c1nc(-c2ccc(C)cc2)no1
5%,Cc1ccc(CNC(=O)NC2CCN(C(=O)N3CC4CC(C3)[C@H]3CCCC(=O)N3C4)CC2)cc1 (some centres undefined)
6%,CC(C)N1C(=O)C2(CCCCC2)C1C(=O)NC1CC1 (centres undefined)
8%[176 µM],O=C1N2CCCC2CN1C1CCN(Cc2ccc(F)cc2)CC1 (centres undefined)
-3%[176 µM],COc1ccc(CN[C@H]2[C@H](O)[C@@H](N3CCC(C(N)=O)CC3)[C@@H]3OC[C@H]2O3)cc1
6%,CC1(C(=O)N2C[C@@H](COc3cccnc3)[C@H](c3ccccn3)C2)CC1
-4%,OC[C@H]1O[C@@H](n2cnc3c2NC=NC[C@H]3O)C[C@@H]1O
10%,CCCC1c2nccn2CCCN1C(=O)c1cccc(OC)c1OC (centres undefined)
0%[6.33 µM],O=C(c1ccc(Cl)cc1)N1CCC(n2cc(-c3ccccn3)[nH]c2=O)CC1
42%[activator],CN1CCCCCC(O)c2cc(C(=O)N3CCN(c4ccccc4F)CC3)ccc21 (centres undefined)
46%[activator][176 µM],COC[C@H]1C[C@@H](NC(=O)c2cc(C(C)(C)C)oc2C)[C@H](O)[C@@H]1O
18%,CCN1c2cc(C(=O)Nc3ccc(Cl)c(F)c3)ccc2C(=O)N2CCCCC21 (centres undefined)
?,CCCC[C@@H]1CNC(=O)C(=O)N1CCc1cccc(F)c1
4%,CN(C)CC1(O)CCCN(Cc2ccc(CCN)cc2)C1 (centres undefined)
-8%,CCCn1ncc(CN(C)CC2CCN(CCc3ccc(Cl)cc3)CC2)c1C

# Taken from the listing, 15 compounds:
ALOX12 inh,structure
13%,COC(=O)C(NC(=O)N1CCC(c2cc(-c3cccc(OC)c3)n[nH]2)CC1)c1ccccc1 (centres undefined)
9%[6.33 µM],O=C1NC(=NC2CCCC2)C2(CCCN(Cc3ccccc3)C2)N1c1cc(F)cc(F)c1 (centres undefined)
20%,Cc1noc([C@@H]2CC(F)(F)CN2C(=O)c2cc(C)on2)n1
5%,CC(C)(C)N(Cc1cn(Cc2ccccc2)nn1)S(=O)(=O)c1ccccc1Br
49%[activator],CC(C)OC(=O)c1ccc(NC(=O)Cn2nc3c(cc2=O)CCCCC3)cc1
26%,Cc1noc([C@@H]2CN(Cc3ccc(Cl)cc3F)C[C@H]2CO)n1
-22%[176 µM],O=C1c2cnc(-c3ccccc3)nc2OCCN1Cc1ccc(F)cc1F
15%,Cc1nc2c(c(-c3ccc(O)cc3)n1)CN(Cc1ccc(OC(F)(F)F)cc1)CC2
125%[activator],CC(C)N1C[C@H](O)C[C@H]1c1nnc2n1CCN(C(=O)c1cnccn1)CC2
4%[176 µM],CC(=O)N1CCC(N2C[C@@H]3OCC(=O)N(Cc4ccccn4)[C@@H]3C2)CC1
16%,O=C(CC1CCCCC1)NCCc1noc(C2CC2)n1
72%[activator],COCCO[C@H]1C(=O)N(C2CCN(C(=O)c3ccc(OC)cc3)CC2)[C@H]1c1ccncc1
?,O=C1CC2(CCN(C(=O)c3ccc(C(F)(F)F)cc3)CC2)Oc2cc(Cl)ccc21
3%,Cc1nc(-c2cn(C3CCCN(C(=O)c4cc5ccccc5[nH]4)C3)nn2)no1 (centres undefined)
14%[176 µM],CN(C)C(=O)N1CCCCC12Cc1ccccc1NC2=O (centres undefined)

# (more compounds)
ALOX12 inh,structure
62%[activator],CCn1ccc(C(=O)N2c3ccccc3CC2c2nc(C(C)C)no2)n1 (centres undefined)
45%[activator],CCCCNC(=O)C1CCc2sc(C(=O)N3CCOCC3)cc2C1 (centres undefined)
18%[6.33 µM],CN(C)C(=O)N1CCC2(CC1)CN(C(=O)CCCN)Cc1ccccc1O2
4%,COc1ccc(CNC(=O)[C@@H]2Cc3nc[nH]c3CN2Cc2ccc(OC)c3ccccc23)cc1
?,CCCCNc1ccc2c(c1)OC[C@H](C)NS2(=O)=O
26%,CN(CC1CCOCC1)S(=O)(=O)c1ccc(Br)cc1
?,COc1ccccc1C1CN(Cc2cccc(OCCO)c2)Cc2ccccc2O1 (centres undefined)
24%,CN1CC(=O)N(c2cccnc2)Cc2c1ncnc2N1CCC(c2ccccc2)CC1
6%[6.33 µM],O=C(c1ccc(Cl)cc1)N1CCC2(CC1)CC(c1cccnc1)=NO2
0%,CC1CCN(C(=O)C[C@@H]2c3nc(NC(=O)c4c(F)cccc4F)sc3C[C@@H]3[C@](C)(CO)[C@H](O)CC[C@]32C)CC1
-26%,O=C1NCN(Cc2ccc(Cl)cc2)C12CCN(Cc1ccc(OC(F)(F)F)cc1)CC2
-7%,CCc1cccc(C)c1NC(=O)Cn1c(=O)n(-c2ccc(F)cc2)c(=O)c2c1cc(C)n2C
23%[176 µM],COc1ccccc1-c1cc(-c2ccncc2)c2cncn2c1
1%,O=C(c1ccc(Cl)cc1)N1CCc2sc(C(=O)N3CCOCC3)cc2C1
68%[activator],COCCNC(=O)C(NC(=O)c1ccccc1F)C1CCN(C(=O)c2ccccc2F)CC1 (centres undefined)
68%[activator],O=C(CC1CCN(C(=O)c2ccco2)C1)N1CCOCC1 (centres undefined)
2%[176 µM],Cc1cc2ncc(C(=O)NCc3cccc(F)c3)cn2n1
46%[activator],CCCc1ccc(S(=O)(=O)N(CCC)CC2CCOC2)cc1 (centres undefined)
-58%,O=C(Nc1ccccc1)N1C[C@@H]2C[C@H](C1)c1ccc(-c3cccc(C(F)(F)F)c3)c(=O)n1C2
23%,COc1ccc(CNC(=O)c2c(C)noc2-c2cc(OC)cc(OC)c2)cc1
-1%,CCCS(=O)(=O)N1CCC(N2C(=O)C3(CCCCC3)C2c2ccncc2)CC1 (centres undefined)
4%,CN(Cc1cccnc1)c1nc2c(c(=O)[nH]1)CCN(Cc1cccc(Cl)c1F)CC2
9%[176 µM],COc1ccc(NC(=O)C2=NO[C@@H]3CN(c4cccnc4)C[C@H]23)cc1
54%[activator][176 µM],Fc1ccc2c(c1)nc1n2[C@@H](CNCc2ccccn2)COC1
12%[6.33 µM],CC(C)c1nc2c(c(-c3ccc(Cl)cc3)n1)CCN(Cc1ccccc1)CC2
?,N#Cc1ccc(C(=O)N2CCC3(CC2)NC(=O)N(Cc2ccc(Cl)cc2)C3=O)cc1
22%,CN1CCCCCC(O)c2cc(C(=O)NCCCc3ccccc3)ccc21 (centres undefined)
54%[activator],CN(C)C[C@@H]1CN(c2ccncn2)C[C@H]1NC(=O)c1cccn1C
-8%,O=c1n(-c2ccc([N+](=O)[O-])cc2)nc2n1CCN(Cc1ccc(C(F)(F)F)cc1)C2
63%[activator],CCc1nccn1CC(=O)Nc1nn(C)c2cccc(Oc3cccnc3)c12

# (cont.)
ALOX12 inh,structure
0%[176 µM],COCC(=O)NC[C@@H]1C=C(C)[C@H](CC(=O)O)C[C@H]1C(C)C
2%,C[C@@]1(O)CCN(c2ncccc2C(=O)c2nccs2)C[C@@H]1O
19%,O=C([C@@H]1C[C@H](F)CN1C(=O)c1ccsc1)N1CCOCC1
16%,C[C@@H](Nc1ccc(-c2nc(CCCc3ccccc3)no2)cn1)C(N)=O
40%[activator],COCCN1C(=O)c2ccccc2C(C(=O)Nc2cc(OC)cc(OC)c2)C12CCCC2 (centres undefined)
9%,CCCCN1C(=O)C(CC(=O)NC2CCCCC2)CC(C(=O)N2CCCCCC2)=C1C (centres undefined)
31%[activator][176 µM],N#Cc1ccc(CN2CC3(C2)NC(=O)c2ccccc2O3)cc1
-2%,COCCNS(=O)(=O)c1cc(C(=O)O)cc(-c2c(OC)cccc2OC)c1
0%[176 µM],COc1cccc(-c2cc(-c3c(C)noc3C)c3cncn3c2)c1OC
22%,Cn1ncc(N2CCC(NC(=O)Cc3cccs3)CC2)cc1=O
20%,Cc1ccc(CNC(=O)NC2CCc3nn(CC4CC4)c(=O)n3CC2)cc1 (centres undefined)
29%,COC[C@H]1CCCN1C(=O)CC[C@H]1CNC(=O)[C@@H]2[C@@H](CCN2Cc2ccc(OC)cc2)N1C
13%[6.33 µM],CCCC(=O)N1Cc2ccccc2CC2(CCCCN2CC)C1 (centres undefined)
25%,O=C(c1n[nH]c2ccccc12)N1CCC2(CC1)CC(N1CCCCC1)CCO2 (centres undefined)
20%,O=C(c1ccccc1)N1CCC2(CC1)N=C(c1cccc(Br)c1)NO2
40%[activator][176 µM],CN1[C@@H](CCC(=O)Nc2ccccc2)CNC(=O)[C@@H]2[C@H]1CCN2CC(C)(C)C
-2%,CN(CC1CCOC1)S(=O)(=O)c1cccc(Br)c1 (centres undefined)
28%,CCC(=O)N1CCCC(c2nc(-c3ccc4nc[nH]c4c3)no2)C1 (centres undefined)
25%,COc1cccc(C(=O)N2CCC[C@H]2c2nc(-c3ccc(C)cc3)no2)c1
33%,Cc1ccc(-n2c(C3CCN(C(=O)c4cccc(N(C)C)c4)CC3)n[nH]c2=O)cc1
-2%[6.33 µM],O=C(c1ccc(C(F)(F)F)cc1)N1CCC2(CC1)CN[S+](=O)([O-])c1cccnc1O2
